Scp-1 inhibitor – inhibitors of human Scp-1 phosphatase; inhibition, % at 20 µM; Q9GZU7; Recombinant Scp1, phosphopeptide, malachite green phosphate absorbance; hit rate 0.88% among 340,000;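 active = inhibition above about 50% at 20 µM, limit read from the data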;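 also: plate controls were DMSO wells with enzyme for no effect and wells lacking enzyme for full effect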
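Test system: SCP-1 catalytic domain; Buffer or medium: Acidic Tris acetate buffer with magnesium and detergent; Also added: Phosphorylated 17-residue peptide substrate; Compound: single 20 µM dose, 1% DMSO; Schedule: enzyme reaction 45 min at room temperature, colour 5 min, stabilisation 30 min; Signal: Phosphate-binding colour reagent, absorbance read at 630 nm.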
MLLE-PAM2 inh – inhibitors of microRNA-mediated deadenylation, human PABP1 MLLE binding | GST-MLLE / FITC-PAM2 fluorescence polarization | inhibition, % at 20 µM | hit rate 0.36% among 360,000 | AID 588489; in the data active = inhibition above about 35%, passing the limit was not always enough;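 also: plate controls were DMSO wells with GST-MLLE for no effect and wells lacking GST-MLLE protein for full effect; some results filed as inactive read as strong as hits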
STEP inh – inhibitors of human striatal-enriched phosphatase STEP; P54829; recombinant STEP, OMFP fluorogenic substrate, fluorescence; inhibition, % at 20 µM; hit rate 0.25% among 360,000; AID 588621;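 active = inhibition at 20 µM, scaled per plate between control wells, above about 37%, limit read from the data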;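 also: 0% = DMSO with enzyme and substrate and 100% = substrate only without enzyme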
Target sequence (P54829 whole entry, looked up): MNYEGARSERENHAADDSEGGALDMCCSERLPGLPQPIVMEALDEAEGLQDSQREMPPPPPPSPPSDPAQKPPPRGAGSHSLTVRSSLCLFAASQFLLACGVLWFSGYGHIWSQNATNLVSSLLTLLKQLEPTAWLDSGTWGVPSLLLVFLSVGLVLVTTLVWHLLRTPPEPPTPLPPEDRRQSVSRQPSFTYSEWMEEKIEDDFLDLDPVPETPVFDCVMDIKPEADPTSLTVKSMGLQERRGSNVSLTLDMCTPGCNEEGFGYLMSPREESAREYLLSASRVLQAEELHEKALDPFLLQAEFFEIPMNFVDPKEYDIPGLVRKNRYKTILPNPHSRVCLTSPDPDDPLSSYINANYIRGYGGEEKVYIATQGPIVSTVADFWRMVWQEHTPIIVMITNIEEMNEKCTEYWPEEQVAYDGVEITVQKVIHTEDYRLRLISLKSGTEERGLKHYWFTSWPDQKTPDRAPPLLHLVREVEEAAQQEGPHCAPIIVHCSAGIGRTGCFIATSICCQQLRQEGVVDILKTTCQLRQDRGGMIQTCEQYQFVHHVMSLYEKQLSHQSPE
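System: STEP (striatal-enriched tyrosine phosphatase) enzyme, cell-free; medium: Bis-Tris pH 6.0 buffer with DTT, detergent; dosing: 20 µM, 1% DMSO; times: reaction 20 min, ambient temperature; detection: fluorescence, 480/540 nm; read-out basis: normalized % inhibition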
DNMT1 inh – DNMT1 (human) enzyme inhibition. P26358. DNMT1 molecular beacon, Hinp1I cleavage, fluorescence. inhibition (reported as % activation of signal), % at 10 µM. hit rate 0.83% among 360,000; in the data active = inhibition above about 50%
Tb MetRS inh – Trypanosoma brucei MetRS inhibition | purified T. brucei MetRS, ATP depletion, Kinase-Glo luminescence | inhibition, % at 11.9 µM | hit rate 0.4% among 360,000;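 active = inhibition above a per-plate cutoff of the control wells' mean inhibition plus 3 SD, cut at about 5.5% in these data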;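 also: 0% = DMSO wells median and 100% = median of wells with control inhibitor compound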
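System: purified T. brucei MetRS enzyme / Detection: Kinase-Glo luciferase luminescence reporting remaining unconsumed ATP / Medium: HEPES buffer with MgCl2, KCl, DTT, spermine, BSA, pyrophosphatase / Replication: singlicate, one well per compound / Evaluation: percent inhibition relative to median high and low control wells / Schedule: 2 h aminoacylation at 25 °C after 15 min preincubation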
CSN inh – inhibitors of human CSN-mediated cullin deneddylation. inhibition, % at 12.5 µM. AID 651999. Purified CSN, SCF-Nedd8-OG deneddylation, fluorescence polarization. hit rate 0.38% among 360,000. Q92905;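 active = pattern-corrected inhibition above about 35%, with an unprinted fluorescence ratio check between 0.5 and 1.5, limit read from the data, passing the limit was not always enough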;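 also: 0% = enzyme with substrate and 100% = substrate without enzyme; some results filed as inactive read as strong as hits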
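test system = HEK293T-derived human Csn5 enzyme | amount = 0.24 nM Csn5 enzyme, final concentration | medium = Tris/NaCl/DTT buffer, pH 7.5 | schedule = 90 min reaction at room temperature | signal = FP | evaluation = inhibition of Csn5 cleavage, % | compound dosing = single dose of 12.5 µM compound with 0.25% DMSO | probe or stimulus = 10 nM SCFSkp2-Nedd8OG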
NadD block – NadD (S. aureus) enzyme inhibition; purified NadD enzyme, colorimetric absorbance read-out; inhibition, % at 20 µM; hit rate 0.78% among 360,000; in the data active = inhibition above about 26%; also: some compounds past the cut are filed as inactive
Rpn11 inh – blocks the human proteasome subunit Rpn11; calls only at 20 µM; human 26S proteasome, Ub4-pepOG fluorescence polarization; 20S core pre-blocked with epoxomicin; hit rate 0.59% among 360,000;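 active = inhibition at 20 µM, scaled to each plate's controls, above about 33%, limit read from the data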
Target sequence (O00487 whole entry, looked up): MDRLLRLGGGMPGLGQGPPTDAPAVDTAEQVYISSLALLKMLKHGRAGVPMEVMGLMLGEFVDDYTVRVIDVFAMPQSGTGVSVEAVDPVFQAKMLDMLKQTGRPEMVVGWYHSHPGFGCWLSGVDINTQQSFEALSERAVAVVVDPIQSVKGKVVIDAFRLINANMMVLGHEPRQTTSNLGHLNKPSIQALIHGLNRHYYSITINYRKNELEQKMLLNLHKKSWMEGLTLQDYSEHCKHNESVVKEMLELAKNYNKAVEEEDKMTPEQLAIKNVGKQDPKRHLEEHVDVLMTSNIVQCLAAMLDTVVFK
SUMO1-SIM PPI – modulators of human SUMO1-mediated protein-protein interactions | hit rate 0.33% among 360,000 | AID 602429 | inhibition, % at 20 µM | SUMO1 binding to a labelled peptide, TR-FRET, 1 h; in the data active = inhibition above about 37%
Target sequence (P63165 whole entry, looked up): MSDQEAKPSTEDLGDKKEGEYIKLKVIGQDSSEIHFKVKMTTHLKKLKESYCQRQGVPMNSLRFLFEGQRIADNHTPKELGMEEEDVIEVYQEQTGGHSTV
LMPTP inh – blocks human LMPTP phosphatase; P24666; recombinant LMPTP-A, OMFP fluorogenic substrate, fluorescence intensity; inhibition, % at 20 µM; hit rate 0.22% among 360,000;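 active = compounds that cut the enzyme signal by at least half of the control window in the single-dose screen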;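 also: plate controls were DMSO wells with enzyme plus substrate for no effect and substrate without enzyme for full effect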
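Assay system: LMPTP-A enzyme. Input: 0.625 nM LMPTP-A final. Probe or stimulus: 400 µM OMFP. Compound dosing: single 20 µM dose. Schedule: 50 min dark incubation at room temperature. Detection: fluorescence intensity of OMFP turnover product. Read-out: percent inhibition versus substrate-only and uninhibited controls. Benchmarks: no-enzyme low control, uninhibited high control.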
The depositor's hits bear a star; i = inactive.

cpd	compound	Scp-1 inhibitor	MLLE-PAM2 inh	STEP inh	DNMT1 inh	Tb MetRS inh	CSN inh	NadD block	Rpn11 inh	SUMO1-SIM PPI	LMPTP inh
1	CC(/C=C/c1ccc2c(c1)OCO2)=N\NC(=O)c1cccc([N+](=O)[O-])c1	39	4	5	2	-1.3	5	0	i	-16	1.4
2	CCCn1c(N)c(C(=O)COC(=O)CNC(=O)c2ccccc2OCC)c(=O)[nH]c1=O	-5	5	2	3	0.3	0	1	i	5	-1.9
3	O=C(NC1CCSC1=O)C1CCCCC1 (stereo not drawn)	-2	19	1	1	-1.0	-4	-10	i	1	-1.4
4	Cc1ccc(-c2csc3ncnc(Cl)c23)cc1	-8	12	0	8	0.1	7	-7	i	0	-0.8
5	O=C(NC(=S)Nc1cc(-c2nc3ccccc3[nH]2)ccc1Cl)c1ccc2c(c1)OCO2	-3	3	6	-2	-1.1	-1	30*	i	4	6.5
6	Cc1nc2oc3ccc(F)cc3c(=O)c2cc1C(=O)NC(C)(C)C	-5	-12	1	-3	0.1	-5	25	i	-13	2.2
7	CCOC(=O)C1=C(C)Nc2ncnn2C1c1ccc2c(c1)OCO2 (stereo not drawn)	-6	-6	3	5	-0.3	1	2	i	0	-0.6
8	Cc1cc(NC(=O)c2cc([N+](=O)[O-])cc([N+](=O)[O-])c2)no1	-2	6	1	-2	2.3	0	-3	i	-32	-0.2
9	NS(=O)(=O)c1ccc(CCNC(=O)Cn2c(=O)c3cccn3c3cccnc32)cc1	1	1	2	2	1.0	0	0	i	3	1.5
10	CC(=O)Nc1cccc(-c2cnc(N)c(C(=O)c3cccnc3)n2)c1	17	-12	4	9	-0.2	-2	-1	i	-20	-0.9
11	CC1CCN(S(=O)(=O)c2cc(Cl)ccc2Br)CC1	-6	-7	-3	4	-0.5	-2	10	i	-1	0.6
12	C/C(=N/NC(=O)c1ccc2nc[nH]c2c1)c1cccs1	-2	7	-2	1	-0.4	-9	-3	i	-4	-1.1

Part of the list above in order of heavy-atom count, rising.
cpd	compound	Scp-1 inhibitor	MLLE-PAM2 inh	STEP inh	DNMT1 inh	Tb MetRS inh	CSN inh	NadD block	Rpn11 inh	SUMO1-SIM PPI	LMPTP inh
3	O=C(NC1CCSC1=O)C1CCCCC1 (stereo not drawn)	-2	19	1	1	-1.0	-4	-10	i	1	-1.4
4	Cc1ccc(-c2csc3ncnc(Cl)c23)cc1	-8	12	0	8	0.1	7	-7	i	0	-0.8
11	CC1CCN(S(=O)(=O)c2cc(Cl)ccc2Br)CC1	-6	-7	-3	4	-0.5	-2	10	i	-1	0.6
12	C/C(=N/NC(=O)c1ccc2nc[nH]c2c1)c1cccs1	-2	7	-2	1	-0.4	-9	-3	i	-4	-1.1
7	CCOC(=O)C1=C(C)Nc2ncnn2C1c1ccc2c(c1)OCO2 (stereo not drawn)	-6	-6	3	5	-0.3	1	2	i	0	-0.6
10	CC(=O)Nc1cccc(-c2cnc(N)c(C(=O)c3cccnc3)n2)c1	17	-12	4	9	-0.2	-2	-1	i	-20	-0.9
2	CCCn1c(N)c(C(=O)COC(=O)CNC(=O)c2ccccc2OCC)c(=O)[nH]c1=O	-5	5	2	3	0.3	0	1	i	5	-1.9

Remaining list, next part.
cpd	compound	Scp-1 inhibitor	MLLE-PAM2 inh	STEP inh	DNMT1 inh	Tb MetRS inh	CSN inh	NadD block	Rpn11 inh	SUMO1-SIM PPI	LMPTP inh
13	O=C(CCN1C(=O)c2ccccc2C1=O)CN1CCOCC1	-4	-6	-2	-1	-0.8	5	0	i	-1	-1.9
14	COCCn1c(SCC(=O)N2CCCCC2)nc2ccccc2c1=O	-3	6	-2	-15	-0.4	-2	-7	i	0	-0.7
15	Cc1ccc(C2(C)NC(=O)N(CC(=O)NNC(=O)c3ccccc3)C2=O)cc1 (stereo not drawn)	-6	5	-1	0	-0.1	1	-4	i	-4	-0.7
16	COC(=O)c1c(-c2ccc(F)cc2)csc1NC(=O)c1ccco1	-11	-8	3	-6	0.0	2	-2	i	3	0.7
17	CCn1c(Cn2nnc(-c3ccccc3)n2)nnc1SCc1ccc(Cl)c(Cl)c1	-15	-4	3	-7	-0.7	-1	1	i	2	5.0
18	COc1ccc(C(N)=S)c(OC)c1	-1	39*	1	-3	-0.5	0	3	i	-4	1.4
19	CC[C@H](C)[C@H]1CNC(=S)N1CC1CCN(CCC(C)(C)C)CC1	1	-7	2	6	-0.7	-3	4	i	6	32
20	COc1ccc(C2c3c(ccc4ccccc34)Oc3ncn4nc(-c5ccco5)nc4c32)cc1OC (stereo not drawn)	-12	-15	1	-13	-0.1	0	4	i	1	0.5
21	Cc1ccc(OCCSc2nnc(NC(=O)c3ccco3)s2)cc1	-10	-2	6	-3	0.5	-1	2	i	2	-0.8
22	COc1ccccc1-c1cc(C(F)(F)F)nc(S(=O)(=O)CCCC(=O)N2CCCCC2C)n1 (stereo not drawn)	-10	27	1	1	-0.5	-2	2	i	0	0.4
23	Oc1cc2ccccc2cc1-c1n[nH]c(=S)o1	-11	-4	2	3	1.1	-2	4	i	4	-0.1
24	Cc1ccc(S(=O)(=O)N2CCOCC2)cc1C(=O)NC1CCCC1	-7	11	0	-1	-0.4	0	7	i	-2	-2.2
25	CCN(CC)CCN1c2ccccc2Sc2ccc3ccccc3c21	-6	-12	-1	-5	-0.9	4	-2	i	-17	0.0
26	CC(C)NC(=O)NNC(=O)c1nn(-c2ccc(F)cc2)ccc1=O	-7	2	0	2	-0.3	0	1	i	-10	-0.1
27	CC(=O)/C(=N\Nc1ccccc1Cl)Sc1cccc2cccnc12	2	11	-4	-13	-0.2	-3	6	i	-7	2.5
28	COc1cc(C(c2c(C)[nH][nH]c2=O)c2c(C)[nH][nH]c2=O)cc(Br)c1OC	-6	-5	-2	-21	-1.2	-1	-1	i	2	0.5
29	COc1cccc(NC(=O)CN2C(=O)NC3(CCCC3)C2=O)c1	-5	-50	-1	1	0.4	0	3	i	1	0.1
30	O=C(Cn1cc(C(=O)c2cccs2)c2ccccc21)NCc1ccc2c(c1)OCO2	-15	1	0	-10	21*	-2	-6	i	-2	1.9
31	CCN(Cc1ccccc1)S(=O)(=O)c1nc2nc(C)c(C)c(C)n2n1	-7	-6	-1	3	-0.3	3	2	i	3	-0.4
32	CCC(C(=O)NCc1ccc(C)o1)n1nc(C)c2c(C)n(-c3ccccc3)nc2c1=O (stereo not drawn)	1	-6	-2	3	-1.1	-3	-4	i	-8	1.1
33	COc1cccc(-c2c(-c3cc(OC)cc(OC)c3)n(C)c3ccc(-c4ccc5cc[nH]c5c4)cc23)c1	-5	-10	0	-20	-0.6	-3	23	i	-3	0.7
34	O=C(CCNC(=O)c1ccc(Br)cc1)NCc1ccccn1	-6	5	-2	-2	0.3	0	-1	i	0	-0.3
35	COc1ccccc1CNC(=O)CSC(=S)N1CCCC1	-2	23	6	-5	-0.4	4	-5	i	4	-0.2
36	O=C(Nc1ccccc1)Nc1nnc(SCc2ccc(Cl)cc2)s1	-4	-11	-2	9	-0.1	1	5	i	1	0.2
37	CCOC1=NS(=O)(=O)c2ccccc21	15	7	1	7	-0.9	1	-1	i	0	-1.3
38	COc1ccc(NC(=O)c2c(-c3ccccc3Cl)noc2C)c(OC)c1	-14	4	-2	-3	-0.7	5	-6	i	2	0.0
39	CCOC(=O)N1CCN(C(=O)c2cc3c(=O)n(C)c4ccccc4c3n2C)CC1	-4	-12	-1	1	0.1	-6	2	i	6	0.0
40	CCOc1ccc(N2C(=O)Nc3ccccc3C2(O)C(=O)NCc2ccc3c(c2)OCO3)cc1 (stereo not drawn)	5	-8	-1	0	-0.6	-2	-4	i	-3	-2.2
41	CCOc1ccc(/C=N/NC(=O)COc2ccccc2-c2ccccc2)cc1	0	5	4	-6	-2.1	4	-6	i	2	2.9
42	Cc1cc2c(c(=O)o1)C(Cc1ccccc1)C(C#N)=C(N)O2 (stereo not drawn)	-6	-15	2	-1	0.2	3	-2	i	10	0.2
43	C[C@]12c3[nH]c4cc(-c5ccco5)ccc4c3CCN1C(=O)[C@@H](CC(=O)NCc1ccco1)C[C@@H]2C(=O)N1CCCCC1	1	-20	1	-10	0.0	6	-5	i	-1	2.5
44	CN(C)S(=O)(=O)c1ccc(Cl)c(NC(=O)CN2CCCC2)c1	-7	-4	-5	1	-1.2	6	-4	i	8	1.6
45	CCOc1cc(NC(=S)NCc2ccco2)c(OCC)cc1NC(=O)c1ccco1	0	-23	2	-9	0.1	4	-1	i	0	0.3
46	CCOCCCn1c(SCc2nc3sc(C(=O)O)c(C)c3c(=O)[nH]2)nnc1-c1ccc(Cl)cc1	7	-93	0	2	-0.7	1	11	i	-2	-0.3

High-throughput results deposited in PubChem BioAssay by several laboratories.
